# High-throughput results from PubChem.
# PostGolgi yeast – phenotypic screen on post-Golgi transport, primary screen. post-Golgi transport phenotypic cell assay. inhibition, % at 10 µM. actives 0.9% (n = 98,000);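 further: yeast cells grown in 1536-well plates; yeast grown about 18 h at 30C before absorbance read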
# Rev-RRE block – HIV-1 Rev-RRE binding inhibitors, primary screen, biochemical, FRET, protein-RNA interaction; inhibition, % at 8 µM; P05866; Rev peptide-RRE RNA binding; actives 0.79% (n = 97,000);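 active means inhibition above the screen-wide mean plus 3 SD, cut at about 35% in these data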;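 further: 0% = median DMSO wells and 100% = median Neomycin B control wells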
# Target sequence (P05866 whole entry, looked up): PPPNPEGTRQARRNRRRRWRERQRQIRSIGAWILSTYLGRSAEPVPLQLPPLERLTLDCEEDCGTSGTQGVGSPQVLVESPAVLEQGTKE
#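 Probe or stimulus: fluorescein-Rev peptide as binding partner; assay system: Cy5-tagged RRE RNA duplex with fluorescein-tagged Rev peptide; timing: 5 min compound–RNA preincubation, then 15 min with peptide, 25 °C; medium: HEPES pH 7.5 buffer with KCl, MgCl2, NaCl and EDTA; signal: fluorescein-to-Cy5 FRET, 480 nm excitation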
# FAK inh – FAK kinase inhibitors, primary screen, biochemical; biochemical FAK kinase activity assay; Focal adhesion kinase 1 (Homo sapiens), Q05397; AID 727, 2007; actives 0.84% (n = 97,000); inhibition, %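 (tested at 7 µM)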; in the data active means inhibition above about 19%;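 further: 0% = DMSO and 100% = reference compound high control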
# Target sequence (Q05397 whole entry, looked up): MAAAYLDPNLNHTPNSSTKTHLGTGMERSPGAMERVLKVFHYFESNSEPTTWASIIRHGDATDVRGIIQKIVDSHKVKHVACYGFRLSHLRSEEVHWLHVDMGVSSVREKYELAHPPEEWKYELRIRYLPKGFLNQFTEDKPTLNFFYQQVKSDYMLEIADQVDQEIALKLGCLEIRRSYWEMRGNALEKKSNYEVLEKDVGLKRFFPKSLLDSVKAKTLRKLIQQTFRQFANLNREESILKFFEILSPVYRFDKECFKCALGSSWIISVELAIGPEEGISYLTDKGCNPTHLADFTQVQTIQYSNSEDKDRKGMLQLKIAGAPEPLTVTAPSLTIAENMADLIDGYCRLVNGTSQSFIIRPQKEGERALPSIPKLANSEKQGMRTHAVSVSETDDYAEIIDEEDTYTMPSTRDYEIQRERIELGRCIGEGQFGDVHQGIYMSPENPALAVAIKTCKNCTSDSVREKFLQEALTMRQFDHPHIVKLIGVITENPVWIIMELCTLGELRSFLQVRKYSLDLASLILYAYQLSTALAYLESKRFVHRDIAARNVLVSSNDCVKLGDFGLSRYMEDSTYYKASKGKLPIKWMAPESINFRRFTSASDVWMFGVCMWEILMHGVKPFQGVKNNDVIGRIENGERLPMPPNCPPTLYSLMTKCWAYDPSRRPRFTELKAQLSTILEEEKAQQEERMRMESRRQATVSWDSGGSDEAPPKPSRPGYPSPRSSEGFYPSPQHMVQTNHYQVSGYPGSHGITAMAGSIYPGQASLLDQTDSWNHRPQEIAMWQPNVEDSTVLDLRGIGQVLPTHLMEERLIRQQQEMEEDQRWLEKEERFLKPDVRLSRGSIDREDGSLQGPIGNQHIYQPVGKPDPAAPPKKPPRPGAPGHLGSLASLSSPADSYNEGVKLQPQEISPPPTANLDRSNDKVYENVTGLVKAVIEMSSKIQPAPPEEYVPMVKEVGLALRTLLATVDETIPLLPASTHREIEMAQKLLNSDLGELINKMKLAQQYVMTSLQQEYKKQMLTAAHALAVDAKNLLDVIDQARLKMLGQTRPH
# LYP act – LYP phosphatase activators, primary screen, biochemical, DiFMUP fluorescence, 2 µM; Tyrosine-protein phosphatase non-receptor type 22 (Homo sapiens), Q9Y2R2; activation, % at 2 µM; actives 0.11% (n = 96,000); recombinant LYP; 0 = plate median, 100 = signal doubled;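 active means activation at 2 µM above a set limit, the mean plus 5 SD, cut at about 37% in these data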
# S1P2 antag – human S1P2 receptor antagonists, primary screen, cell-based. inhibition, % at 5 µM. Sphingosine 1-phosphate receptor 2 (Homo sapiens), O95136. cell-based S1P2 antagonist assay, inhibition at 5 uM. actives 0.21% (n = 97,000). AID 736, 2007; in the data active means inhibition above about 45%;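 further: CRE beta-lactamase reporter cells expressing human S1P2 stimulated with S1P; 0% = agonist at EC80 alone and 100% = agonist plus reference antagonist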
# S1P2 agonist – S1P2 receptor agonists, primary screen, cell-based; actives 0.46% (n = 97,000); Sphingosine 1-phosphate receptor 2 (Homo sapiens), O95136; activation, % at 4.5 µM; S1P2-expressing cell line, agonist reporter read-out; in the data active means activation above about 16%;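 further: 0% = vehicle low control and 100% = maximal reference agonist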
# EphB4 ephrin blk – EphB4-ephrin-B2 interaction antagonists, primary screen, biochemical, TNYL-RAW peptide probe, fluorescence polarization; Ephrin type-B receptor 4 (Homo sapiens), P54760; EphB4 LBD / TNYL-RAW-Alexa532 peptide; inhibition, % at 7 µM; actives 0.15% (n = 97,000);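 active means inhibition above the screen-wide mean inhibition plus 3 SD, cut at about 15% in these data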;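 further: 0% = DMSO wells and 100% = excess unlabeled TNYL-RAW peptide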
# PTPN22 inh 2 – PTPN22 phosphatase inhibitors, primary screen, biochemical, DiFMUP fluorescence, 2 µM; Tyrosine-protein phosphatase non-receptor type 22 (Homo sapiens), Q9Y2R2; recombinant LYP catalytic domain; inhibition, % at 2 µM; actives 0.21% (n = 96,000); AID 640, 2007;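 active means inhibition at 2 µM at or above a set limit, the screen mean plus 3 SD, cut at about 24% in these data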;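 further: 0% = DMSO with enzyme and 100% = enzyme fully blocked by orthovanadate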
# PostGolgi ctrl – growth inhibition of yeast control strain, primary screen, counter-screen for post-Golgi transport modulator project | inhibition, % at 10 µM | actives 5% (n = 98,000) | efflux-deficient yeast background strain, growth absorbance A615, 16 h
# Active calls of the source: *; . = not tested or not shown. Unless noted, no stated cut-off is given here; in the data, active means inhibition above about 30%; inactive means the rest. Only part of the results is shown; count on the stated rates, not on these rows.
SMILES,PostGolgi yeast,Rev-RRE block,FAK inh,LYP act,S1P2 antag,S1P2 agonist,EphB4 ephrin blk,PTPN22 inh 2,PostGolgi ctrl
O=S(=O)(c1ccccc1)N1CN2CCN(C2)C1,2.4,3.4,-6.1,-2.5,16.6,-3.8,6.7,-0.1,21.7
CC(Cc1ccccc1)[n+]1cc(/N=C(\N)[O-])on1 (stereo not drawn),4.3,-2.0,-5.4,7.5,3.2,-6.5,-1.7,-6.9,16.2
O/N=C/c1c[nH]c2ccccc12,8.0,1.2,37.9*,-1.7,2.4,-10.1,-8.8,0.8,6.8
O=C1CSC2(CN3CCC2CC3)N1 (stereo not drawn),4.2,0.1,-0.8,5.3,-1.9,-2.6,-3.1,-5.4,8.4
Fc1ccc(CCNCc2ccc(Cl)c(Cl)c2)cc1,-12.4,-6.0,2.0,9.2,-3.0,-3.5,-2.4,-3.5,6.3
COc1ccc(S(=O)(=O)Cc2ccc(C(=O)N3CCC4(CC3)OCCO4)o2)cc1,1.6,2.5,1.7,-0.6,11.7,-0.6,5.6,-0.1,-6.5
CN(CCc1ccccc1)Cc1ccccc1[N+](=O)[O-],0.0,2.3,1.2,2.9,-0.6,-2.2,3.1,-1.3,5.4
CN1C(=O)C(Cc2ccc3c(c2)OCO3)C(=O)N(C)C1=O,20.4,7.1,-4.5,-10.0,32.2,-5.2,1.9,8.0,5.0
CCC12CN3CCN(CC(C3)C1O)C2 (stereo not drawn),.,2.2,1.8,-5.7,-6.1,-0.9,-6.7,6.1,.
COCC(C)OC(=O)c1c(N)n(Cc2ccco2)c2nc3ccccc3nc12 (stereo not drawn),10.7,23.3,3.0,-4.5,-2.5,5.6,0.8,3.9,8.2
O=C1OCCN1P(=O)(c1ccccc1)c1ccccc1,2.1,8.4,-2.0,4.1,8.4,-7.0,-0.8,-5.2,13.7
CCN(CC)CCCN=C(C)c1c(O)n(-c2ccc(C)cc2)c(=O)[nH]c1=O,5.2,13.3,-1.5,-2.5,12.3,-5.9,4.8,-0.6,-0.5
Cc1ccc2nc3c(cc2c1)CC1(C(=O)N(C)C(=O)N(C)C1=O)C1COCCN31 (stereo not drawn),-2.8,2.6,0.3,8.7,8.6,0.4,2.6,-8.7,31.7*
CC(=NCCCN1CCOCC1)c1c(O)n(Cc2ccccc2)c(=O)[nH]c1=O,-0.7,8.4,2.4,-1.1,1.0,-2.6,-0.2,-1.0,3.3
CNP(=S)(NC)OCCOc1ccc(OC)cc1,-5.4,4.3,1.0,-13.9,-1.1,-2.2,-1.7,16.4,9.8
CCSc1nnc([C@@H](N)Cc2c[nH]c3ccccc23)o1,1.4,0.0,-2.8,-2.6,5.9,-0.8,-6.5,1.4,19.0
c1ccc2[nH]c(CCNC3CCCCC3)nc2c1,6.6,9.4,-1.2,-7.7,13.3,-6.2,5.8,8.2,3.8
O=c1[nH]c(=O)n(Cc2ccco2)c(O)c1C=NCCCn1ccnc1,9.9,9.2,1.6,-3.1,-33.7,1.2,-3.2,3.7,-7.7
O=C(c1cc2ccccc2oc1=O)N1CCC2(CC1)OCCO2,-1.9,3.8,-0.5,13.8,-7.9,-2.5,-3.1,-14.7,-6.6
CCCNS(=O)(=O)c1ccc(OCC(=O)N2CCN(Cc3ccc4c(c3)OCO4)CC2)cc1,6.4,0.2,-2.9,0.1,6.9,-1.8,-1.8,0.1,0.6
O=c1c2ccccc2nc(-c2ccoc2)n1-c1ccccc1,4.5,0.8,1.0,-2.7,-52.5,0.5,-3.5,0.1,13.0
CCn1c(O)c(C=NCCc2c[nH]c3ccccc23)c(=O)[nH]c1=O,0.9,4.0,1.7,-1.3,10.8,-4.7,1.3,3.6,8.7
N=C(N)c1c(O)n(C2CCCCC2)c(=O)n(C2CCCCC2)c1=O,8.1,15.6,-0.6,-10.0,-14.9,-8.3,5.0,10.8,53.2*
CN(C)C=C1C(=O)N(C2CCCCC2)C(=O)N(C2CCCCC2)C1=O,0.2,2.6,-0.2,-3.5,-0.9,-4.0,-5.3,2.8,22.8
O=c1[nH]c(=O)n(Cc2ccccc2)c(O)c1C=Nc1ccc(CN2CCOCC2)cc1,-7.3,4.0,0.6,-4.6,-3.2,-2.5,-5.1,6.8,-3.9
# Next part.
SMILES,PostGolgi yeast,Rev-RRE block,FAK inh,LYP act,S1P2 antag,S1P2 agonist,EphB4 ephrin blk,PTPN22 inh 2,PostGolgi ctrl
Cc1cc(N2C(=O)C3CCCN3C2c2sccc2C)no1 (stereo not drawn),35.8*,2.7,0.6,-3.8,-3.8,-0.9,-8.2,1.6,-5.1
CC1CCCC(NC(=O)COC(=O)Cc2ccccc2)C1C (stereo not drawn),-5.3,-2.9,-0.4,8.0,-3.9,-2.2,-6.4,-9.6,17.8
COc1ccc(/C=C2\C(=N\O)C3CCN2CC3)cc1,.,8.7,0.9,-2.8,-17.7,-0.7,1.3,2.4,.
CC(=NCC1CCCO1)c1c(O)n(Cc2ccccc2)c(=O)[nH]c1=O (stereo not drawn),9.5,11.3,-4.0,-0.5,10.5,-7.7,0.1,-0.5,6.5
Clc1cccc(CN2CCCCC2c2cccnc2)c1 (stereo not drawn),.,6.9,3.6,-5.0,11.2,-3.2,-0.3,2.6,.
CCOP(=O)(OCC)C(NC(C)=O)C(Cl)(Cl)Cl (stereo not drawn),24.6,9.8,-2.3,-1.4,-12.0,-6.8,8.1,4.0,8.8
O=c1[nH]c(=O)n(Cc2ccccc2)c(O)c1C=NCCN1CCNCC1,0.8,9.1,-2.5,4.2,2.3,-5.4,5.0,-7.4,0.5
Cc1cccnc1NC1=NCC(C)S1 (stereo not drawn),-2.7,10.8,5.3,-14.3,5.8,-4.0,2.2,18.0,9.1
O=c1c2ccccc2nc(-c2ccccc2)n1-c1ccncc1,-2.6,0.7,-0.3,-1.6,14.8,-5.8,3.1,-0.8,12.1
c1ccc(CNC2=NCCS2)cc1,11.1,11.6,0.0,-0.6,0.4,-7.0,2.8,0.3,-8.1
COc1ccc(CCn2c(O)c(C=NCCCn3ccnc3)c(=O)[nH]c2=O)cc1OC,-3.1,-3.9,-0.4,-4.4,-6.0,-6.8,4.3,4.7,2.0
O=C1CN=C(c2ccccc2)c2ccccc2N1Cc1ccc(C(F)(F)F)cc1,3.3,9.3,-4.7,-6.5,10.0,-6.2,2.2,10.2,41.7*
Cn1c(=O)cc(SCC(=O)N2CCC3(CC2)OCCO3)c2ccc(Cl)cc21,-3.3,-1.1,-3.4,4.1,-0.4,-2.6,2.7,-7.4,0.5
CCOP(=O)(CN(CC)CCNP(=O)(OCC)OCC)OCC,18.0,3.5,-1.5,1.9,2.5,-1.4,-2.9,-5.4,-6.7
CC(=O)N1CC(=O)Nc2ccc(Cl)cc2C1c1ccc(F)cc1 (stereo not drawn),.,5.8,-3.3,-7.0,10.3,-2.6,-4.2,4.6,.
Oc1c(Cl)cc(Cl)cc1CN1CCN(Cc2ccccc2)CC1,-1.6,11.0,2.9,-3.5,18.8,-6.2,-5.0,2.3,23.6
CCOC(=O)C1CCCCC12C(C#N)=C(N)Oc1n[nH]c(C)c12 (stereo not drawn),-0.3,5.4,6.6,-2.5,9.9,-3.1,-1.8,6.1,-1.5
CN(C)CP(=O)(Nc1ccccc1)N(C)C (stereo not drawn),0.8,6.1,-1.2,-7.1,12.2,-6.8,2.3,4.4,-0.6
COC(=O)c1ccc(N2C(=O)CC(N3CCC(n4c(=O)[nH]c5ccccc54)CC3)C2=O)cc1 (stereo not drawn),0.0,3.0,-1.7,-1.8,-2.0,-4.0,0.6,-1.7,12.2
O=c1c2ccccc2nc(-c2cccs2)n1-c1ccccc1,1.3,-1.1,1.5,-11.4,10.0,-10.2,2.2,13.7,18.3
Cc1ccc(-c2nc3ccccc3c(=O)n2-c2cc(C)ccn2)cc1,-0.2,4.1,-1.7,-2.6,14.1,-6.9,4.3,4.7,4.0
O=P(/C(=N/O)N1CCCCC1)(N1CCOCC1)N1CCOCC1,-0.6,0.2,-4.6,1.9,1.8,-7.0,-10.5,0.4,5.8
CCNC(=O)C1OC(n2cnc3c(N)ncnc32)C(O)C1O (stereo not drawn),.,4.5,6.7,9.1,1.6,-2.4,2.6,-12.5,.
O=P(CN1CCN(c2ccccc2)CC1)(N1CCCCC1)N1CCCCC1,11.6,-4.9,-0.9,3.0,0.0,0.3,-3.6,-3.4,15.8
Cc1ccc(S(=O)(=O)NP(=O)(Oc2ccccc2)Oc2ccccc2)cc1,-9.4,-3.7,-3.9,-4.1,-9.5,-3.6,-2.2,6.1,-1.0

# Three compounds from above, ordered by molecular weight, highest first.
SMILES,PostGolgi yeast,Rev-RRE block,FAK inh,LYP act,S1P2 antag,S1P2 agonist,EphB4 ephrin blk,PTPN22 inh 2,PostGolgi ctrl
O=P(/C(=N/O)N1CCCCC1)(N1CCOCC1)N1CCOCC1,-0.6,0.2,-4.6,1.9,1.8,-7.0,-10.5,0.4,5.8
CC(=O)N1CC(=O)Nc2ccc(Cl)cc2C1c1ccc(F)cc1 (stereo not drawn),.,5.8,-3.3,-7.0,10.3,-2.6,-4.2,4.6,.
CC1CCCC(NC(=O)COC(=O)Cc2ccccc2)C1C (stereo not drawn),-5.3,-2.9,-0.4,8.0,-3.9,-2.2,-6.4,-9.6,17.8

# Next section.
SMILES,PostGolgi yeast,Rev-RRE block,FAK inh,LYP act,S1P2 antag,S1P2 agonist,EphB4 ephrin blk,PTPN22 inh 2,PostGolgi ctrl
Nc1c(C(=O)NCc2ccco2)c2nc3ccccc3nc2n1CCN1CCCCC1,1.5,23.6,4.5,-2.7,-1.0,27.8*,-3.8,-0.6,8.1
O=C(CN1CCCCC1)Nc1ccc(Br)cc1C(=O)c1ccccc1Cl,0.7,14.4,-0.3,-1.8,2.3,-5.2,4.7,6.7,29.2
O=P(Nc1ccccc1)(Nc1ccccc1)Oc1ccc(Cl)cc1,-1.9,15.8,5.5,6.3,-8.5,-4.5,2.8,-5.6,20.1
Clc1cccc(C2NCCc3[nH]cnc32)c1 (stereo not drawn),-28.3,6.6,1.1,5.4,12.6,-4.1,1.9,-3.6,39.6*
Cc1cc(OC(=O)CCCNC(=O)OC(C)(C)C)c2c3c(c(=O)oc2c1)CCC3,-3.6,10.3,0.6,-10.8,-1.1,-5.8,-0.9,7.7,17.5
CN(C)CC1CSCCC1(O)c1ccc(Cl)cc1 (stereo not drawn),.,4.4,-0.6,5.3,-1.9,-3.0,-2.5,-3.5,.
COc1ccc(Cl)cc1NC1=NCC(C)S1 (stereo not drawn),-20.0,-1.7,-0.5,11.6,-24.9,-3.7,-9.1,-9.8,7.0
CCCSc1nc(O)c(CC)c(=O)n1C(C)CC (stereo not drawn),-2.1,4.5,0.4,5.4,7.2,-0.8,1.2,-4.7,-3.1
CC1CCCCN1CC(=O)c1ccc2cc[nH]c2c1 (stereo not drawn),-1.3,8.1,1.4,7.4,-9.1,-5.6,-6.1,-8.0,12.4

# Shown with two lines to a compound: entries from further up
# Values run as follows: PostGolgi yeast, Rev-RRE block, FAK inh, LYP act, S1P2 antag, S1P2 agonist, EphB4 ephrin blk, PTPN22 inh 2, PostGolgi ctrl
O=P(Nc1ccccc1)(Nc1ccccc1)Oc1ccc(Cl)cc1
 : -1.9, 15.8, 5.5, 6.3, -8.5, -4.5, 2.8, -5.6, 20.1
Clc1cccc(C2NCCc3[nH]cnc32)c1 (stereo not drawn)
 : -28.3, 6.6, 1.1, 5.4, 12.6, -4.1, 1.9, -3.6, 39.6*
Cc1cc(OC(=O)CCCNC(=O)OC(C)(C)C)c2c3c(c(=O)oc2c1)CCC3
 : -3.6, 10.3, 0.6, -10.8, -1.1, -5.8, -0.9, 7.7, 17.5
